High-throughput results as filed in PubChem BioAssay.
RXFP1 agonist – RXFP1 (human) receptor agonism; 0.3% of 370,000 active; Potency, µM (titrated, usually from 57.5 µM), for inactives: top-dose activation, hits mostly activators; HEK293T-RXFP1 cAMP TR-FRET, 30 min; response scale: percent of porcine relaxin response, buffer zero; Q9HBX9; AID 2676; also: % is scaled to controls: 0 for no effect and ±100 for the full control effect; nearly all actives have a fitted effect of over 60% in size; many of its hits are not listed in these tables
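HEK293T cells stably expressing RXFP1 were pretreated with the PDE4 inhibitor Ro 20174, exposed to compounds for 30 min at 37C, lysed, and cAMP was read by TR-FRET. Data normalized to buffer (basal) and 29 nM porcine relaxin (100%).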
Vif-APOBEC3F blk – blocks the Vif interaction with APOBEC3F. HeLa A3F-eYFP + Vif (tagged APOBEC3F with the HIV-1 protein that degrades it), YFP fluorescence increase. Potency, µM (titrated, usually from 46.1 µM), for the others: at the top dose activity, negative = active. 0.2% of 390,000 active. AID 602313; also: % of control where 0% means no effect; nearly all actives have a fitted effect of over 65% in size
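HeLa cells stably expressing A3F-eYFP plus Vif, plated and incubated overnight at 37 deg C, then exposed to compounds overnight at 37 deg C. Blocked degradation read as raised yellow fluorescence (Ex 488/Em 500-530).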
rTrxR1 inhibitor – inhibitors of rat thioredoxin reductase 1. 1% of 390,000 active. recombinant rTrxR1, NADPH fluorescence consumption, selenite substrate. O89049. Potency, µM (doses to about 114 µM), for inactives: at the highest dose activity change, negative = inhibition, most hits filed as inhibitors; also: % is scaled to controls: 0 for no effect and ±100 for the full control effect; nearly all actives have a fitted effect of over 65% in size
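Rat TrxR1 (90 nM in the dispensed reagent) was pre-reduced with 400 uM NADPH for 5 min at room temperature, then incubated with compound for 15 min. After 400 uM selenite was added, NADPH fluorescence (Ex 340/Em 450 nm) was followed for 8 min.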
TrxR1 substrate – substrates of rat thioredoxin reductase 1 | O89049 | purified TrxR1 substrate turnover, NADPH consumption readout | Potency, µM (highest dose often 114 µM), for the others: at the highest dose activity change, negative = substrate turnover | 0.01% of 390,000 active; also: % is scaled to controls: 0 for no effect and ±100 for the full control effect; nearly all actives have a fitted effect of over 50% in size
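Rat TrxR1, dispensed at 90 nM, was prereduced with 400 uM NADPH (final) for 5 min at ~22 deg C, then incubated with compound 15 min before 400 uM selenite. A first-read NADPH fluorescence drop versus no-compound background flagged substrates.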
12-LOX inh – blocks human arachidonate 12S-lipoxygenase; Potency, µM (series often up to 108 µM), for inactives: at the top dose activity change, negative = inhibition, hits mostly inhibitors; P18054; purified 12hLO, xylenol orange hydroperoxide absorbance; 1.1% of 580,000 active; also: % is scaled to controls: 0 for no effect and ±100 for the full control effect
Target sequence (P18054 whole entry, looked up): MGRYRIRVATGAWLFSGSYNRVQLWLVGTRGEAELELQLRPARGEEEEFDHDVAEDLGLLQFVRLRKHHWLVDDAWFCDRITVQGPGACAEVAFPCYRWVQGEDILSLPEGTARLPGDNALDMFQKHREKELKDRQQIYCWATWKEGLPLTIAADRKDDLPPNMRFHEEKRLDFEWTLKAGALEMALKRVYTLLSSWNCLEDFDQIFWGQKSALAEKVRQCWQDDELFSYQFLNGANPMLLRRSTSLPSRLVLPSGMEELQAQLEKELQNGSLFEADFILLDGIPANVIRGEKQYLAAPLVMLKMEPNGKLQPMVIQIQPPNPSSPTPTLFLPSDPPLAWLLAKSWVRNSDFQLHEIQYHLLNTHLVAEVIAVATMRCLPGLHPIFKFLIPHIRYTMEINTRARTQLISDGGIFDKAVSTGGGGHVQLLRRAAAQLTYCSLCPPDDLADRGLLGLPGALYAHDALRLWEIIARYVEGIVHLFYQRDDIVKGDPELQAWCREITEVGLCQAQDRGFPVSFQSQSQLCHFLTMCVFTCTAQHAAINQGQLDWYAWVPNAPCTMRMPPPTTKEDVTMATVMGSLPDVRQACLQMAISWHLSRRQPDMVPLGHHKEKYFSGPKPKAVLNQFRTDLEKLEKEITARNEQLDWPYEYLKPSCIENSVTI
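Purified human 12hLO (150 nM final) in 25 mM Hepes, 0.01% Triton X-100, pH 7.0 was preincubated 15 min at room temperature with compound. Then 40 uM arachidonic acid was added, 30 min. Hydroperoxide was read by Fe-XO absorbance ratio 573/405 nm.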
mIDH1 inhibitor – human IDH1 R132H inhibition | O75874 | Potency, µM (series often up to 76.6 µM), without a hit: at the highest dose activity change, negative = inhibition, hits mostly inhibitors | 0.093% of 390,000 active | IDH1-R132H enzyme, NADPH consumption, diaphorase/resazurin fluorescence; also: % is scaled to controls: 0 for no effect and ±100 for the full control effect; nearly all actives have a fitted effect of over 65% in size
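IDH1-R132H (0.5 ug/mL) preincubated 30 min with compound, then NADPH (0.016 mM) and alpha-KG (2 mM) added; 80 min at RT, pH 7.5. Remaining NADPH coupled via diaphorase/resazurin to fluorescence (540/590 nm); concentration-response curves normalized to no-enzyme control.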
Vif-A3G inh – inhibitors of Vif-APOBEC3G interaction. Q9HC16. HeLa A3G-eYFP + Vif (tagged APOBEC3G with the HIV-1 protein that degrades it), YFP fluorescence, overnight. Potency, µM (doses to about 46.1 µM), inactives show at the highest dose activity, negative = active, most hits filed as inhibitors. 0.076% of 410,000 active. AID 602310;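 also: % is scaled to controls: 0 for no effect and ±100 for the full control effect; nearly all actives have a fitted effect of over 60% in size; hits raise eYFP signal because A3G escapes Vif-driven loss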
Target sequence (Q9HC16 whole entry, looked up): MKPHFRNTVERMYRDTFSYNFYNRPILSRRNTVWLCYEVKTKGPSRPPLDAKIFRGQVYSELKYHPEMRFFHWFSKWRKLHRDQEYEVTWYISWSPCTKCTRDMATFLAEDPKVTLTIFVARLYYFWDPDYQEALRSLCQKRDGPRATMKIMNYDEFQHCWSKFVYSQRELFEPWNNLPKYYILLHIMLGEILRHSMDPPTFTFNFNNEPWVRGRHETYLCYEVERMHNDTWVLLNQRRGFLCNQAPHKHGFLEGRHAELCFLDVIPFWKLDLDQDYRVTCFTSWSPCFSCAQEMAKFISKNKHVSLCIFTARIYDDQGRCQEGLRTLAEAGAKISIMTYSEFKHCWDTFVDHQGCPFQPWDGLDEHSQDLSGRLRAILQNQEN
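HeLa cells stably expressing Vif and C-terminally eYFP-tagged A3G, seeded overnight at 37 deg C, then exposed to compound by pintool overnight at 37 deg C. Rise in yellow fluorescence (Ex 488/Em 500-530, Acumen) marks blocked Vif-driven A3G degradation.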
RGS4 inhibitor – inhibitors of human regulator of G protein signaling 4; P49798; Transcreener GDP fluorescence polarization, RGS4-accelerated GTP hydrolysis; Potency, µM (top dose mostly 114 µM), without a hit: at the highest dose activity change, negative = inhibition, usual class: inhibitors; 0.039% of 390,000 active; AID 504845; also: % is scaled to controls: 0 for no effect and ±100 for the full control effect; nearly all actives have a fitted effect of over 75% in size; some results filed as inactive show a strong effect at the top dose
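MLSMR compounds (23 nl, pin-transferred) preincubated 10 min at room temperature with a 500nM (2x) first reagent, then RGS4 at 900nM (2x) plus Transcreener GDP mix added; fluorescence polarization (620/688 nm) read before and after 90 min at 30 °C.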
USP1-UAF1 inh – blocks the human USP1/UAF1 deubiquitinase complex. O94782. recombinant USP1/UAF1, Ub-Rhodamine cleavage fluorescence. Potency, µM (series often up to 57.1 µM), without a hit: at the top dose activity change, negative = inhibition, hits mostly inhibitors. 0.23% of 390,000 active; also: % is scaled to controls: 0 for no effect and ±100 for the full control effect; nearly all actives have a fitted effect of over 60% in size; inactives centre near -12
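1 nM enzyme complex + cpd, 15 min RT; start with Ub-Rho 150nM final; kinetic fluorescence ex 480/em 540, 6 reads q60 s. Buffer 50mM HEPES pH 7.8, 0.5mM EDTA, 0.1 mg/ml BSA, 1mM TCEP, 0.01% Tween-20.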
Numbers without * were called inactive; i = inactive; u = inconclusive; x = not tested or not shown; & = joins results of further samples; [ ] = dose if it differs, or a comment. Calls follow the shape of the dose curve; as a rule, active = well fitted curve in the direction sought with a large enough effect; inconclusive = small, poorly fitted or top-dose-only effect, or another doubt; inactive = no such curve, though single readings can be large; an effect the other way counts as inactive or inconclusive. Potency is read from the fitted curve at half-maximal effect. An excerpt, so the mix of outcomes need not match the whole.

Every second line gives: RXFP1 agonist | Vif-APOBEC3F blk | rTrxR1 inhibitor | TrxR1 substrate | 12-LOX inh | mIDH1 inhibitor | Vif-A3G inh | RGS4 inhibitor | USP1-UAF1 inh
> CC(C)C1S/C(=N/N=C/c2ccco2)NC1=O (configuration not stated)
→ 0.8% | 1% | -4% | -4% | 3% | 2% | -1% | -4% | -6%
> Cc1ccc(C(=O)NNC(=O)c2ccc3ccccc3c2)cc1
→ x | 8% | -11%[57.1 µM] | 4% | 0% | -1% | 1% | 6% | -1%
> CCOc1ccc(N=C2NC(=O)S/C2=C\c2ccc(O)cc2)cc1
→ 0.3% | -2% | 9% | -3% | i | 8% | -3% | -5% | -29%
> COc1ccc(N2CCN(C3CCCN(Cc4ccc(F)cc4)C3)CC2)cc1 (configuration not stated)
→ -0.7% | 0% | 20% | 6% | 8% | 0% | 0% | 9% | 2%
> O=C(Nc1nc(-c2ccccn2)cs1)C1COc2ccccc2O1 (configuration not stated)
→ 0.5% | -5% | -1% | -3% | 11% | -2% | 0% | 21% | -10%
> COC(=O)c1ccc2c(=O)n(CCCCCC(=O)NCc3ccc(Cl)cc3)c(=O)[nH]c2c1
→ -4.9% | 6% | 19%[57.1 µM] | 6%[57.1 µM] | u | -26% | -1% | -25% | u
> CCN(CC)C(=O)Oc1cc(=O)n2c3c(cccc13)CCC2
→ 2.9% | 2% | 17% | 5% | -4% | 5% | 2% | 1% | -2%
> O=C(Nc1ccc(S(=O)(=O)Nc2nccs2)cc1)c1ccc(S(=O)(=O)N2CCOCC2)cc1
→ 4.1% | -15% | 18%[0.0914 µM] | -1% | -7% | -1% | -5% | -17% | -23%
> O=C(CCNC(=O)c1ccco1)Nc1nc(-c2ccccc2)cs1
→ x | -4% | 19%[57.1 µM] | 12%[57.1 µM] | -15% | 0% | -22% | -4% | -10%
> CCCOc1ccc(Cc2nn3c(=O)/c(=C/c4ccco4)sc3nc2=O)cc1
→ 2.8% | -3% | u | 5% | u | 2% | 1% | u | -3%
> COc1ccc(-c2noc(COc3ccc4c(c3)OCO4)n2)cc1OC
→ 2.0% | 3% | 31% | 10% | 170%[activator] | 4% | 7% | -26% | -7%
> Cc1c(C(=O)OCc2ccccc2)[nH]c2c1C(=O)CC(c1ccco1)C2 (configuration not stated)
→ 5.0% | -29% | 18%[57.1 µM] | 7%[57.1 µM] | x | -18% | u | -46% | -1%
> CN(C)Cc1c[nH]c2nccnc12
→ x | 0% | x | x | -1% | 12% | 1% | x | -14%
> O=C(O)CCCC(=O)Nc1ccc(S(=O)(=O)Nc2nccs2)cc1
→ 1.9% | 15% | 36%[57.1 µM] | -13%[57.1 µM] | u | -1% | 3% | -12% | -22%
> CN(C)S(=O)(=O)N1CCN(c2ccc([N+](=O)[O-])cc2)CC1
→ -1.1% | 5% | 1%[57.1 µM] | -3%[57.1 µM] | -17% | -3% | 1% | -7% | -17%
> C=CCn1c(C(C)NC(=O)c2ccccc2C)n[nH]c1=S (configuration not stated)
→ 1.0% | -8% | -13% | -1% | -13% | 3% | 1% | -43% | -16%
> CCN1CCN(C(c2cccs2)C(C)NC(=O)c2ccco2)CC1 (configuration not stated)
→ 1.4% | -6% | 20% | 7% | 15% | -1% | 3% | -13% | -14%
> COc1ccccc1-c1csc2ncnc(Sc3nnnn3C)c12
→ 0.3% | 0% | 6% | 3% | -1% | x | -6% | 15% | x
> CCOCC(=O)N(CC)Cc1ccccc1
→ -0.6% | u | 11% | 5% | -5% | -12% | 0% | 21% | 2%
> CCCCN(C1CCS(=O)(=O)C1)S(=O)(=O)c1ccc(OC)cc1 (configuration not stated)
→ -0.6% | 2% | 3% | -3%[57.1 µM] | -1%&-8% | -6% | 0% | -7% | -2%
> Cc1csc(CNc2ncnc3ccc(-c4ccc5c(c4)OCO5)cc23)c1
→ 3.2% | 6% | 2%[57.1 µM] | 23%[57.1 µM] | u | x | 1% | -34% | x
> COc1ccc(Nc2nc(C(=O)N(CCO)Cc3ccccc3)cs2)cc1
→ -2.3% | -7% | 1% | -5% | u | 0% | 0% | 17%[56.9 µM] | 4%
> O=C(CCN1C(=O)COc2ccccc21)N1CCN(c2ccccn2)CC1
→ 1.6% | -5% | 19%[57.1 µM] | 22% | -8% | 0% | 1% | -3% | -16%
> COC(=O)c1cc(C)nc(Sc2ccccc2N)n1
→ 0.5% | -21% | 34%[activator] | -1% | u | 4% | 3% | u | -26%
> O=C(Oc1cccc2ccccc12)c1ccccc1
→ x | 0% | 8% | 3% | -9% | 14% | 0% | 10% | -6%
> COc1ccc(-c2cnnn2-c2ccc(NC(=O)c3ccccc3OC)cc2)cc1
→ 4.3% | -3% | 13%[57.1 µM] | 6%[57.1 µM] | -25% | -15% | 0% | -18% | -2%
> COc1ccc(N2CCN(C(CNC(=O)C(=O)NCc3ccncc3)c3ccco3)CC2)cc1 (configuration not stated)
→ 1.5% | -2% | 7% | 0% | -5% | 13% | 2% | 26%[11.4 µM] | -5%
> COc1cc(/C=C/C(=O)NCCN2CCOCC2)cc(OC)c1OC
→ 0.2% | 2% | 4% | 30% | -12% | -3% | 1% | 21% | 0%
> O=C1CSC(=S)N1N=Cc1ccc2c(c1)OCO2
→ x | 8% | u | 7%[11.4 µM] | u | 1% | -1% | u | -10%
> Brc1ccccc1OCCN1CCCC1
→ x | 1% | 21% | 10% | u | 12% | 6% | -2% | -22%
> Cn1cccc1P(=O)(c1cccn1C)c1cccn1C
→ 0.0% | -3% | 0% | -2% | 14% | -4% | -6% | 0% | 8%
> O=C(NCc1ccccn1)c1cc2ccccn2n1
→ 0.0% | -6% | 12%[57.1 µM] | 15%[57.1 µM] | 33%[activator] | -2% | 3% | 14% | -8%
> O=C(CCN1C(=O)/C(=C/c2ccccc2)SC1=S)N1CCCCCC1
→ -2.7% | 6% | -3% | -1% | -11% | -1% | -10% | 1% | -4%
> O=C(c1noc2c1CCCC2)N1CCOCC1
→ -0.1% | -5% | -14% | -10% | 9% | 1% | 1% | 16% | -10%
> CCOC(=O)c1nnn(-c2nonc2N)c1CSc1ccccc1
→ -0.3% | 2% | 7% | -2% | -8% | 3% | -1% | -53% | -16%
> O=C1/C(=C2\C(=O)N(Cc3ccc(F)cc3)c3ccccc32)SC(=S)N1CCS(=O)(=O)O
→ 0.0% | -12% | -12% | -1% | u | -21% | 1% | u | -28%
> CN(C)CCOCCSc1ccc(Cl)cc1
→ -0.2% | -7% | 19% | 3% | u | 12% | 2% | 22% | 9%
> CCOC(=O)C1CCCN(S(=O)(=O)CCNC(=O)c2ccc3c(c2)OCO3)C1 (configuration not stated)
→ 0.1% | 4% | 5% | 2% | 0% | 5% | 2% | 9% | -9%
> CC1(C(=O)NNC(=O)c2ccc(=O)oc2)CC1Br (configuration not stated)
→ 1.5% | u | -3%[57.1 µM] | 8% | u | 5% | -1% | -22% | -25%
> CCOC(=O)C1CCCN(Cc2cc(Br)ccc2OC)C1 (configuration not stated)
→ 2.8% | 5% | -5% | -9% | -23% | -1% | -1% | 6% | -5%
> COc1ccc(CC(=O)Nc2c(C(=O)N3CCN(c4ncccn4)CC3)oc3ccccc23)cc1OC
→ 1.1% | 2% | 21%[57.1 µM] | 3%[57.1 µM] | -26% | -4% | 0% | -11%[56.9 µM] | -13%
> CCn1ccnc1CNC(=O)c1cc(COc2ccc(F)cc2F)on1
→ -0.2% | 3% | 19%[57.1 µM] | 6%[57.1 µM] | 0% | -1% | 0% | 0% | -14%
> Cc1cccc(COC(=O)Nc2ccc(NC(=O)c3ccccc3Cl)cc2)c1
→ 0.5% | -2% | -26% | -10% | -5% | -4% | 1% | 20% | 1%
> COc1ccc(C2=CC(=O)C[C@H](COCc3ccccc3)N(C(=O)OC(C)(C)C)O2)cc1
→ x | 8% | 13% | -5% | -6% | 13% | 3% | 31% | -12%
> CCCCN1CCc2nc(N3CCN(C)CC3)ncc2C1
→ 2.8% | 5% | 5%[57.1 µM] | 1%[57.1 µM] | u | 14% | 4% | -19% | -1%
> CCn1c(SCC(=O)Nc2cc(C)ccc2C)nc2c(c1=O)SC(C)C2 (configuration not stated)
→ -0.3% | 1% | 8% | -5% | -13% | -5% | -4% | 11% | -7%
> Brc1ccc(-n2cnc(-c3ccccc3)c2)cc1
→ 3.5% | 0% | 7% | 8%[57.1 µM] | -13% | 4% | -8% | -24% | -11%
> CCOC(=O)c1cc(S(=O)(=O)NCc2ccc(F)cc2)[nH]n1
→ 2.9% | 0% | 13%[57.1 µM] | 5%[57.1 µM] | u | 12% | 2% | -26% | 2%
> COC(=O)CCC(=O)Nc1ccc(C)cc1OC(=O)CCC(=O)OC
→ -1.3% | 3% | -3%[57.1 µM] | 9% | -9% | 1% | -1% | -8% | -2%
> Cc1ccc(-c2nc(N)sc2CC(=O)OCC(=O)NCC2CCCO2)cc1 (configuration not stated)
→ -1.2% | -11% | 8% | 1% | -25% | -6% | 1% | -37% | -22%
> CCOc1ccccc1C(=O)Nc1ccc(-n2nncc2C(C)(C)C)cc1
→ 5.0% | 7% | -2%[57.1 µM] | -10% | 7% | 1% | -2% | -25% | -6%
> Cn1c(=O)c2c(n3c4ccccc4nc13)NC(=O)CC2c1cccc(F)c1 (configuration not stated)
→ 3.5% | 0% | 11%[57.1 µM] | 10%[57.1 µM] | u | -7% | -12% | -5% | -4%
